RORg inh – blocks mouse ROR gamma transcriptional activity. Drosophila S2 Gal4-RORgamma UAS-luciferase reporter, 20 h. Potency, µM (highest dose often 53.6 µM), for the others: top-dose activity change, negative = inhibition, hits mostly inhibitors. 310,000 tested, 5.4% active; note: potency is the fitted concentration of half-maximal effect; % is set by controls: 0 for no effect and ±100 for the full control effect; nearly all actives have a fitted effect of over 60% in size
Target sequence (P51450 whole entry, looked up, the tested form may be a part): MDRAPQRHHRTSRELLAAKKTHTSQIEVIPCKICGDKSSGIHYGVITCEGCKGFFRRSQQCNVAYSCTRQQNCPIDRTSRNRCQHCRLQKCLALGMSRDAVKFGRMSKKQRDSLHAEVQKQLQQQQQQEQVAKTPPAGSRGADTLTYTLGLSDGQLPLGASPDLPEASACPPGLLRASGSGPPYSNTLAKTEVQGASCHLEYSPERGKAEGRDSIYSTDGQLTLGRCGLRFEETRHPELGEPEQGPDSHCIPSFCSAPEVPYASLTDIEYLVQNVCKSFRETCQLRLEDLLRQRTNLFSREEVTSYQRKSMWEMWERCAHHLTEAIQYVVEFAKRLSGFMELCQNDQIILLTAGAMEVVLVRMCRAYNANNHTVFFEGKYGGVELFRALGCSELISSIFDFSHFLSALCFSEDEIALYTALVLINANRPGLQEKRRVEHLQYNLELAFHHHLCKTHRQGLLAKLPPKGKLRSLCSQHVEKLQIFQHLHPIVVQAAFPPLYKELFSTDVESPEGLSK
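A Gal4/UAS one-hybrid system in insect cells: metallothionein-promoter Gal4–ROR gamma fusion plus Photinus luciferase reporter. Copper sulfate 700 uM final, 20 hr ambient incubation, luminescent detection after 10 min with reagent.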
NPC1 promoter act – activators of NPC1 promoter. Potency, µM (doses to about 9.22 µM), for the others: at the highest dose activation, usual class: activators. AID 485313. 320,000 tested, 2.4% active. Huh7 NPC1 promoter luciferase reporter, 24 h;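 note: potency is the fitted concentration of half-maximal effect; % of control where 0% means no effect; nearly all actives have a fitted effect of over 60% in size; reporter is driven by a mutant NPC1 promoter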
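Cells: Huh7 expressing luciferase under the NPC1 promoter, 1500/well. Seeded 2 h, compound added, incubated 24 h at 37 °C. Luciferase reagent, 10 min ambient, then luminescence.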
Mito fusion act – mitochondrial division inhibition or fusion activation; 320,000 tested, 0.23% active; Potency, µM (top dose mostly 46.1 µM), for inactives: at the highest dose growth rescue (activation), usual class: activators; S. cerevisiae fusion-defective mutant growth rescue, CellTiterGlo 48 h;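 note: potency is the fitted concentration of half-maximal effect; % of control where 0% means no effect; nearly all actives have a fitted effect of over 45% in size; temperature-sensitive fusion mutants such as fzo1-1 at 37 °C on non-fermentable ethanol glycerol medium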
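Read-out: ATP-based luminescence (CellTiterGlo, 10 min ambient) reporting growth of fusion-defective ts yeast after 48 hours at 37C on glycerol/ethanol YPEG medium in the presence of compound.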
Menin-MLL TR inh – inhibitors of human menin-MLL interaction, mutant MLL peptide; 270,000 tested, 0.23% active; O00255; AID 1768; Potency, µM (titrated, usually from 61.6 µM), for the others: at the top dose FP activity change, negative = inhibition, actives largely listed as inhibitors; Menin + Texas Red MLL mutant peptide, fluorescence polarization; active = well fitted inhibition curve with a large enough effect in the polarisation, with a control signal flat, not every such curve was filed as active; inconclusive = small, poorly fitted or top-dose-only effect, or effect the other way, or a change in a side signal; inactive = no such curve, though single readings can be large or run the other way; the % refers to the polarisation; note: potency is the fitted concentration of half-maximal effect; % of control where 0% means no effect; many of its hits are not listed in these tables
FLuc counter – firefly luciferase modulation, counter-screen for miR-21 project. P08659. purified FLuc, Km substrates, luminescence inhibition. Potency, µM (series often up to 57.5 µM), inactives show at the top dose activity change, negative = inhibition, usual class: inhibitors. 360,000 tested, 6.9% active. AID 588342;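 note: potency is the fitted concentration of half-maximal effect; plate controls were vehicle for no effect and reference inhibitor for full effect; nearly all actives have a fitted effect of over 55% in size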
Target sequence (P08659 whole entry, looked up): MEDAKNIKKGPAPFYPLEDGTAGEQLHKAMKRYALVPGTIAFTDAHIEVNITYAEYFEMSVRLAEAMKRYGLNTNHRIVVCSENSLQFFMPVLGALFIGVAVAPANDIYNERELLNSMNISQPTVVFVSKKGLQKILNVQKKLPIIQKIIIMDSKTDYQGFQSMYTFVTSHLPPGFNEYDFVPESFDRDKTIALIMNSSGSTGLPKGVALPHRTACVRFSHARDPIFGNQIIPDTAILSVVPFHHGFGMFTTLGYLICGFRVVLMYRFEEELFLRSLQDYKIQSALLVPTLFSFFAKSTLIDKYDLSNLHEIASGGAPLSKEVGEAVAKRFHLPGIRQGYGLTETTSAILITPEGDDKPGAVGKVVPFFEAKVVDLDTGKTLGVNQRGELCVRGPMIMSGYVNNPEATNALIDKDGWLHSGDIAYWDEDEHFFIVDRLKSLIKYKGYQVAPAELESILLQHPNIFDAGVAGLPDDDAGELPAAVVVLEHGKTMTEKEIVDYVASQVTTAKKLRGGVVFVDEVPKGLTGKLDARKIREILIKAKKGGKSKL
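Purified P. pyralis luciferase (10nM final) with 10uM D-luciferin and 10uM ATP (Km levels) in 50mM Tris acetate pH 7.5, 10mM Mg acetate, 0.01% Tween-20, 0.05% BSA; qHTS 6-point titration, ~60 µM downward; luminescence read.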
Rab9 promoter act – activates the Rab9 promoter; Huh7 Rab9 promoter-luciferase reporter, luminescence, 24 h; Potency, µM (titrated, usually from 9.22 µM), for the others: at the highest dose activation, negative = inhibition, hits mostly activators; 320,000 tested, 2.8% active; AID 485297; note: potency is the fitted concentration of half-maximal effect; % of control where 0% means no effect; nearly all actives have a fitted effect of over 60% in size
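Promoter activation is measured as luciferase luminescence in Huh7 cells stably transfected with a Rab9 promoter–luciferase construct, following 24 h compound exposure at 37 °C and 10 min reagent incubation at ambient temperature.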
PKM2 activator – increases activity of human pyruvate kinase M2 | AID 1631 | P14618 | 260,000 tested, 0.34% active | purified PKM2, Kinase-Glo ATP luminescence, activation; response scale: 0% is enzyme alone, no compound | Potency, µM (series often up to 57.5 µM), for inactives: at the top dose activation, hits mostly activators; note: potency is the fitted concentration of half-maximal effect; % is set by controls: 0 for no effect and ±100 for the full control effect; nearly all actives have a fitted effect of over 55% in size
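Purified hPK-M2 (>95% pure) converted ADP (0.1 mM final) to ATP with 0.5 mM PEP in 50 mM imidazole pH7.2, KCl, MgCl2, Tween 20, BSA; 1 h at room temperature. ATP detected by Kinase-Glo luminescence.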
MBNL1-CUG inh – MBNL1-poly(CUG) RNA binding inhibition | 280,000 tested, 0.036% active | Q9NR56 | Potency, µM (titrated, usually from 57.5 µM), inactives show at the highest dose activity change, negative = inhibition, usual class: inhibitors | TR-FRET MBNL1-His/biotin-(CUG)12 binding, 665/545 ratio; active = well fitted inhibition curve with a large enough effect in the signal ratio, with a control signal flat, not every such curve was filed as active; inconclusive = small, poorly fitted or top-dose-only effect, or effect the other way, or a change in a side signal; inactive = no such curve, though single readings can be large or run the other way; the % refers to the signal ratio; note: potency is the fitted concentration of half-maximal effect; % is set by controls: 0 for no effect and ±100 for the full control effect
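Inhibition of protein-RNA binding appears as loss of TR-FRET between terbium anti-His antibody on MBNL1-His and streptavidin-XL665 on biotin-(CUG)12. Activity is normalized to buffer-only and uninhibited-complex controls.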
VP16 counter – counter-screen for ROR gamma inhibitors: Gal4-VP16 reporter. Drosophila S2 Gal4-VP16 UAS-luciferase, luminescence, 20 h. Potency, µM (doses to about 53.6 µM), for inactives: at the highest dose activity, negative = inhibition, actives largely listed as inhibitors. 310,000 tested, 3.5% active;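 note: Gal4-VP16 expression switched on by copper sulfate through the metallothionein promoter; potency is the fitted concentration of half-maximal effect; % is set by controls: 0 for no effect and ±100 for the full control effect; nearly all actives have a fitted effect of over 50% in size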
KCNH2 3.1 block – blocks the human KCNH2 3.1 channel isoform | U2OS KCNH2 3.1, thallium flux FluxOr; active compounds read low | activity change, % (tested at about 1.8 µM) | 340,000 tested, 0.95% active | AID 720553;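 active = maximum activity change below -70%; inconclusive = maximum activity change from -70% to -50%; inactive = maximum activity change above -50%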;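 note: thallium influx rate constant from kinetic fluorescence after stimulation buffer; % is set by controls: 0 for no effect and ±100 for the full control effect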
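Channel expression came from 3.1 mutant virus (1.77 x 10^8 /mL) applied to suspended U2OS cells for 4 h. Flux was tracked with FluxOr dye plus Red40 quencher, and kinetic rate constants normalized to controls.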
ELG1 DNA repair – inhibitors of ELG1-dependent DNA repair in HEK293T cells; 330,000 tested, 2.3% active; Potency, µM (series often up to 46.1 µM), inactives show at the top dose activity change, negative = inhibition, usual class: inhibitors; AID 504467; HEK293T ELG1-luciferase reporter, luminescence, 16 h; DNA damage induced by 5-fluorouridine; note: potency is the fitted concentration of half-maximal effect; % is set by controls: 0 for no effect and ±100 for the full control effect; nearly all actives have a fitted effect of over 55% in size
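Luminescence from the luciferase reporter, measured 30 min after ONE-Glo reagent at room temperature, was the read-out. Beforehand, 2,000 cells per well were exposed for 16 hr at 37 °C to 5-fluorouridine together with compound or vehicle.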
* marks the source's active call; other numbers are inactive results; ? = inconclusive; nt = not tested or not shown; & = joins results of further samples; [ ] = another dose, or the depositor's remark. Unless noted, calls come from the whole dose curve; as a rule, active = well fitted curve in the direction sought with a large enough effect; inconclusive = small, poorly fitted or top-dose-only effect, or another doubt; inactive = no such curve, though single readings can be large; an effect the other way counts as inactive or inconclusive. The list is partial; count on the stated rates, not on these rows.

SMILES	RORg inh	NPC1 promoter act	Mito fusion act	Menin-MLL TR inh	FLuc counter	Rab9 promoter act	PKM2 activator	MBNL1-CUG inh	VP16 counter	KCNH2 3.1 block	ELG1 DNA repair
COc1ccc(S(=O)(=O)N(C)CC(=O)Nc2ccc(F)cc2)cc1	20%	nt	0%	11%	5%	nt	17%	-7%	-10%	10	nt
CCOC(=O)C1=C(c2ccccc2)NC(=O)NC1c1ccc(O)c(Cl)c1 (stereo unspecified)	64%	5%	0%	-6%	-3%	-2%	0%[11.5 µM]	-4%	1%	-19	?
N#CC(=C=[N-])c1nc2ccccc2nc1-[n+]1ccccc1	-3%&-28%	3%&-2%	-4%&-4%	nt	6%&2%	-2%&-8%	1%&3%	?	-3%&-3%	-2&13	24%&5%
Cc1cc(C)n(C(=O)CCCCCCCCC(=O)n2nc(C)cc2C)n1	-13%	-3%	-4%	?	2%	-5%	-7%	-6%	-9%	-3	6%
Cc1ccc(NC(=O)C(=O)c2ccc(C)cc2)cc1	-26%	0.63µM*	0%	19%	1.9µM*	2.8µM*	-1%	5%	-12%	2	?
Cc1cc(/C=C2\SC(=S)N(C)C2=O)c(C)n1-c1cccc(O)c1	-39%	?	9%	nt	1.1µM*	15%	2%	-3%	-9%	-3	?
CN(C)CCNc1oc(-c2ccccc2F)nc1C#N	-18%	-5%	-1%	2%	8%	2%	5%	1%	-6%	7	23%
COc1ccccc1NC(=O)c1ccc2c(c1)N(CC(=O)NC(C)C)C(=O)C(C)(C)O2	-21%	2%	-13%	1%	-1%	-7%	8%	0%	14%	8	-3%
Cc1ccc(Sc2c([N+](=O)[O-])c(=O)n(C)c3ccccc23)cc1	11µM*	-14%	1%	?	0%	0%	0%	2%	7.1µM*	7	4%
CCOC(=O)c1[nH]c(C)c(C(=O)Nc2ccc(C)c(F)c2)c1C	-22%	-17%	8%	7%	2%	-13%	-2%	3%	-29%	4	-4%
CCCCN(C)C(=S)Nc1ccc2nc(N3CCN(CC)CC3)cc(C)c2c1	0%	2%	-5%	-3%	-6%	-1%	-2%	3%	-7%	-1	17%
CC1CCCN(C(c2cccs2)c2nnnn2Cc2ccccc2)C1 (stereo unspecified)	39%	2%	15%	-7%	1%	0%	0%	1%	1%	-3	24%
CC(=O)Nc1cccc(CCc2nc3ccccc3[nH]2)c1	-18%[1.91 µM]	?	-1%	11%	?	?	-7%	1%	28%	0	?
COc1ccc(C(=O)N/N=C/c2c[nH]c3ccccc23)cc1	0%	?	0%	?	13µM*	26%	-3%[11.5 µM]	19%	3%	2	?
O=C(N/C(=C/c1ccccc1)C(=O)N1CCCCC1)c1ccccc1	?	3.5µM*	-3%	nt	7.6µM*	2.8µM*	-1%	3%	4%	nt	?
Cc1cccc(-n2c(SCc3cc(=O)n4c(C)cccc4n3)nc3[nH]ncc3c2=O)c1	3%	2%	0%	nt	-8%	-3%	-1%	7%	0%	nt	?
CC(=O)n1nc(-c2ccncc2)nc1SCC(=O)Nc1cccc(Cl)c1	-6%	1%	-1%	21%	?	0%	nt	-15%	-10%	-5	0%
CCCn1c(CCC(=O)O)nc2cc(S(=O)(=O)N3CCCC3)ccc21	8%	-5%	1%	nt	-1%	0%	-5%	2%	-12%	-3	11%
CN1CCNC(=O)C1CC(=O)O (stereo unspecified)	-11%	-1%	4%	-13%	1%	9%	0%	-3%	-9%	16	1%
O=C(CN1CCN(c2ccccn2)CC1)Nc1ccccc1F	10%	0%	3%	4%	-3%	-1%	-1%	-13%	-10%	2	-14%
O=C(CN(Cc1ccc(Cl)cc1)C(=O)c1csnn1)NCc1ccc(F)cc1	21%	-1%	-4%	nt	6%	-2%	nt	1%	2%	-4	0%
CCN(C(=O)COC(=O)c1ccc(Br)o1)C1CCCCC1	9%	1%	3%	5%	4%	1%	nt	-1%	5%	-7	12%
CC(NC(=O)c1ccccc1[N+](=O)[O-])C1CC2CCC1C2 (stereo unspecified)	17%	2%	-1%	-8%	-1%	0%	0%	6%	3%	-7	0%
COc1ccc(OCC(O)Cn2c(N3CCCCC3)nc3c2c(=O)[nH]c(=O)n3C)cc1 (stereo unspecified)	nt	-4%	2%	4%	6%	-2%	2%	-6%	nt	9	-22%
COc1cc(NC(=O)Nc2cccc(Cl)c2)c(C(=O)O)cc1OC	?	-7%	8%	nt	27µM*	-3%	4%	-9%	1%	-12	?
COC(=O)c1sc(N2C(=O)c3oc4ccccc4c(=O)c3C2c2cccs2)nc1C (stereo unspecified)	-16%[0.365 µM]	0%	2%	-5%	3%	-2%	1%	1%	nt	-2	-1%
O=S(=O)(NC1=NCCC1)c1cccc(NS(=O)(=O)c2ccc(F)c(Cl)c2)c1	nt	-3%	-2%	nt	8%	5%	nt	nt	nt	-17	3%
CCOc1ccc(C(CC(=O)O)NC(=O)c2cccs2)cc1 (stereo unspecified)	-27%	0%	-1%	-6%	-11%	-3%	-20%	?	-3%	1	11%
CN(C)c1c(F)cc(C(=O)NC(=O)NCc2cccnc2)cc1F	32%	16%	-1%	nt	4%	25%	1%	4%	24%	-14	?
COc1ccc(/C(N)=N/OC(=O)c2cccc([N+](=O)[O-])c2)cc1OC	35%	1%	0%	?	?	-1%	3%	0%	20%	15	26%
CC1CCN(CC(=O)Nc2ccc(S(=O)(=O)N3CCCCC3)cc2)CC1	-1%	-1%	-2%	-11%	-2%	-3%	1%[11.5 µM]	-6%	-8%	6	-9%
COCCNC(=O)CSc1ncnc2sc(-c3ccccc3)cc12	-15%	-4%	-10%	5%	0%	-6%	-2%	7%	-9%	-20	-13%
CC(C)Oc1ccc(CNC(=S)N/N=C/c2ccc([N+](=O)[O-])cc2)cc1	2.5µM*	8%	-2%	nt	-16%	2%	-9%	0%	3.2µM*	-6	-17%
CC(C)(C)OC(=O)CNC(=O)c1[nH]cnc1C(=O)NCCCCCNC(=O)OC(C)(C)C	?	-2%	0%	-9%	3%	-1%	0%	-2%	0%	15	?
O=C(NC1CCOCC1)C1CCC(=O)N(CCc2ccc(Cl)cc2)C1 (stereo unspecified)	-16%	6%	-9%	0%	0%	0%	nt	-6%	-7%	-13	13%
COc1ccc(CN(C(=O)c2cc(=O)c3ccccc3o2)C2CCS(=O)(=O)C2)cc1OC (stereo unspecified)	1%	-1%	-1%	11%	2%&0%	0%	-1%[0.46 µM]	9%	4%	1	9%
O=C1CC(N2CCN(c3cccc(C(F)(F)F)c3)CC2)C(=O)N1c1ccc(F)cc1 (stereo unspecified)	42%	0%	2%	nt	-4%	-3%	-1%	0%	?	-1	10%
C#CCOCCOCCOCCNc1nc(N2CCN(C(=O)[C@H](CCCCN)n3cc(C(N)CC(C)C)nn3)CC2)nc(N2CCN(C(=O)[C@H](CCC(=O)O)n3cc(C(N)[C@H](C)CC)nn3)CC2)n1 (stereo partly specified)	-20%	-2%	0%	-10%	-1%	1%	0%	-13%	-3%	-7	14%
Cc1c(Cl)c(C(=O)NNC(=S)Nc2ccccc2)nn1C	-23%	16%	1%	-1%	?	25%	-1%	2%	-7%	3	?
CN(CCC#N)c1ccc(/C=C(\C#N)c2ccccn2)cc1	10µM*	0.5µM*	18%	11%	1.5µM*	0.5µM*	-24%	nt	10µM*	5	?
CCn1nc(C)c(/C=N/NC(=O)c2ccoc2C)c1C	?	1.6µM*	-2%	-21%	12µM*	?	-29%	12%	-22%	-6	?
N#CC(c1ccccc1)(c1ncc(C(F)(F)F)cc1Cl)N1CCOCC1 (stereo unspecified)	-3%	-4%	2%	nt	3%	3%	5%	-4%	-9%	8	5%
O=C(Nc1ccc(F)cc1)C(Sc1nnc2ccccn12)c1ccccc1 (stereo unspecified)	1%	5%	1%	10%	2%	3%	-6%	?	-7%	-9	-1%
CCOc1ccc2[nH]c(=O)c(CN(CCCO)C(C)=O)cc2c1	-1%	-3%	1%	-5%	-1%	5%	-2%	0%	0%	4	6%
CC(C)[C@H](NS(=O)(=O)c1cccc(C(F)(F)F)c1)C(=O)OCC(N)=O	23%	-2%	-2%	8%	0%	-2%	-1%	0%	-1%	-16	7%
